# Screening data: PubChem BioAssay, several laboratories
# PriA SSB inh: K. pneumoniae PriA-SSBct interaction inhibition; AID 1272365; inhibition, % at 33 µM; 430,000 tested, 0.6% active; AlphaScreen SSBct-PriA binding, biotinylated peptide; in the data active = inhibition mostly above about 37%, no sharp cut-off; inactive = mostly below about 20%;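 also: plate controls were negative control peptide for no effect and reference peptide for full effect; strong numbers were not always called active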
# Mtb FBA inh: inhibits M. tuberculosis FBA enzyme; purified M. tuberculosis FBA, fluorescence read-out; inhibition, % at 1 µM; 360,000 tested, 2.3% active; AID 588726; in the data active = inhibition above about 27%;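 also: 0% = vehicle and 100% = reference inhibitor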
# MazF activator: increases E. coli MazEF RNase cleavage of RNA. FAM/BHQ RNA-DNA oligo cleavage fluorescence, 5 h. activation, % at 20 µM. 350,000 tested, 0.32% active. P0AE70. AID 504720; in the data active = activation above about 50%
# Mtb UGM inh: inhibitors of M. tuberculosis UDP-galactopyranose mutase | AID 504406 | purified UGM, fluorescence polarization probe displacement | 320,000 tested, 0.06% active | inhibition, % at 10 µM | P9WIQ1; in the data active = inhibition above about 10%, passing the limit was not always enough
# Target sequence (P9WIQ1 whole entry, looked up): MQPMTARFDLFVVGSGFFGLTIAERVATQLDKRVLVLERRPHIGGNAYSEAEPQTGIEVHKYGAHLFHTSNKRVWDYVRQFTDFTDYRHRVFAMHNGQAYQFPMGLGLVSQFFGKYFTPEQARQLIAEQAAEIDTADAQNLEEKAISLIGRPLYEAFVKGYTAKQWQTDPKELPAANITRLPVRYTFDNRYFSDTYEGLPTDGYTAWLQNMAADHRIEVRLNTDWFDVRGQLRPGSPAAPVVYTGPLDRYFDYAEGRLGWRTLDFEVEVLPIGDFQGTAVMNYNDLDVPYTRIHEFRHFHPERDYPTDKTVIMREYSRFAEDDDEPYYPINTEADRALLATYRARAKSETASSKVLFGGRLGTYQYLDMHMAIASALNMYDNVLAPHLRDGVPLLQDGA
# GDH-TPI counter: counter-screen for M. tuberculosis FBA inhibitors: GDH-TPI coupled enzymes; inhibition, % at 4.8 µM; GDH-TPI coupled enzyme counterscreen, NADH absorbance; 360,000 tested, 1.2% active; AID 588335; in the data active = inhibition above about 30%;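 also: 0% = DMSO wells and 100% = wells lacking the enzyme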
# 3CLpro inhibitor: SARS-CoV 3CLpro protease inhibition; P0C6X7; recombinant SARS-CoV 3CLpro, quenched FRET peptide cleavage; inhibition, % at 6 µM; 290,000 tested, 0.14% active; in the data active = inhibition above about 12%
# VHR inh abs: inhibitors of human VHR1 phosphatase (DUSP3) | P51452 | recombinant VHR phosphatase, pNPP absorbance | inhibition, % at 13.3 µM | 290,000 tested, 0.52% active | AID 1654; in the data active = inhibition above about 50%; also: some compounds called inactive have numbers as strong as hits
# Target sequence (P51452 whole entry, looked up): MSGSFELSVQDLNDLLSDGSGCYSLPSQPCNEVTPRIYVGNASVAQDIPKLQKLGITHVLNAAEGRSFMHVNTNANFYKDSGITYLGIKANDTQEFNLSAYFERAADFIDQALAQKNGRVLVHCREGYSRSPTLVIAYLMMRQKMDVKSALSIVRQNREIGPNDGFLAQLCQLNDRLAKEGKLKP
# Vc quorum ag: inducers of Vibrio cholerae quorum light production without autoinducers; 350,000 tested, 0.16% active; activation, % at 18.7 µM; V. cholerae BH1578 lux reporter, luminescence, 6 h; in the data active = activation mostly above about 9.7%, no sharp cut-off; also: not every result past the cut was called active; inactives centre near 0; reference of the scale not given here
# BioA inh: BioA (M. tuberculosis) enzyme inhibition | purified M. tuberculosis BioA enzyme, plate reader | inhibition, % at 9.99 µM | 360,000 tested, 0.096% active; in the data active = inhibition above about 40%
# Rv3671c protease: inhibits the M. tuberculosis serine protease Rv3671c. 320,000 tested, 0.048% active. inhibition, % at 5.96 µM. AID 2606; in the data active = inhibition above about 38%;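 also: extracellular domain of Rv3671c used as enzyme; 0% = enzyme with DMSO and 100% = no enzyme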
# Target sequence (P9WHR9 whole entry, looked up, the tested form may be a part): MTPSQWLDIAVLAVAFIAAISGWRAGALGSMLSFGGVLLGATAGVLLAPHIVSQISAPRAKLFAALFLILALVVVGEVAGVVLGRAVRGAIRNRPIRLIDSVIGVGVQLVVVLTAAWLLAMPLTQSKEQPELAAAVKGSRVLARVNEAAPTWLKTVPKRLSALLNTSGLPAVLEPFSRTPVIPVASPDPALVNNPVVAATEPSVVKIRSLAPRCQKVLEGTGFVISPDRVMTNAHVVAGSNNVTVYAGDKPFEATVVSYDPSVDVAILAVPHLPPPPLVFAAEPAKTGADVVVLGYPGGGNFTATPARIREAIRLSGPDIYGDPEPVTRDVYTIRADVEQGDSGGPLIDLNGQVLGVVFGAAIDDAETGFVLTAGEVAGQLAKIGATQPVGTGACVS
# An asterisk follows results filed as active; i = inactive; x = not tested or not shown; & = joins results of further samples. Only part of the results is shown (hit frequency here may not be typical).
SMILES,PriA SSB inh,Mtb FBA inh,MazF activator,Mtb UGM inh,GDH-TPI counter,3CLpro inhibitor,VHR inh abs,Vc quorum ag,BioA inh,Rv3671c protease
O=C(c1cccnc1)C1CCCN(Cc2nc(Cc3ccccc3F)no2)C1 (configuration not stated),-8,-5,0,-0.1,4,-2,23,-0.6,1.8,-2
Cc1ccccc1CNC(=O)CN(c1ccccc1Cl)S(C)(=O)=O,-9,0,4,-0.4,7,-5,4,i,-1.0,3
CC1=NN(Cc2ccccc2)C(=O)C1C(c1ccc(Cl)cc1)C(C#N)C#N (configuration not stated),8,1,4,1.9,9,0,-8,-0.2,x,1
O=C(Nc1ncccn1)C1=C(O)c2ccccc2S(=O)(=O)N1Cc1ccccc1,1,0,-5,-2.2,5,3,13,0.6,-1.3,1
COc1ccc(NC(=O)COC(=O)CCCOc2ccc(Cl)cc2Cl)cc1Cl,-37,-2,3,-2.0,3,2,-10,-0.5,x,-27
CCOC(=O)N1CCN(S(=O)(=O)N2CCCC(C(=O)NCc3ccc(F)cc3)C2)CC1 (configuration not stated),5,-2,0,-1.8,7,-1,-13,0.9,-1.9,-5
Cc1ccc(S(=O)(=O)NCC(=O)N(CC(=O)NC2CCCC2)CC2CCCO2)cc1 (configuration not stated),-18,3,-5,2.0,1,1,-3,-0.3,-3.1,2
O=C1NCC2=C1C(c1ccc(Br)cc1)Nc1ccccc1N2 (configuration not stated),-13,6,10,1.9,4,-1,19,x,1.7,0
COc1cccc(NC(=S)NCCN2CCOCC2)c1,-8,1,2,0.0,5,-4,-1,-0.3,x,-6
CC1CCCC(C)N1C(=O)COc1cccc(Oc2ccccc2)c1 (configuration not stated),-8,-2,-3,-0.5,-2,x,x,i,0.2,5
O=C(Nc1ccc(Nc2ccccc2)cc1)c1ccc(F)cc1,5,-2,-4,-2.3,11,-1,-1,-0.8,7.1,-1
Cc1cc2oc(=O)cc(CN3CCCCC3C)c2cc1Cl (configuration not stated),-8,-2,-2,0.5,-4,-3,16,i,-3.8,0
CCCN(CCC)S(=O)(=O)c1ccc(C(=O)Nc2cc3oc4ccccc4c3cc2OC)cc1,-12,2,4,0.5,-2,-4,4,-0.4,x,-2
COc1ccc(-c2nnc(CSc3nc4ccccc4c(=O)n3CC3CCCO3)o2)cc1OC (configuration not stated),-9,1,10,2.4,9,1,0,i,2.2,5
Nc1nc(-c2ccccc2)c(N=Nc2cccc3ccccc23)s1,82,-15,8,-1.7,11,5,1,-0.3,x,7
Cn1c(CS(=O)Cc2c(Cl)cccc2Cl)nnc1SCc1ccc(Cl)cc1 (configuration not stated),0,-3,6,-0.2,-2,0,-5,i,x,12
COCC(C)OC(=O)C(C#N)c1nc2ccccc2nc1N1CCN(Cc2ccccc2)CC1 (configuration not stated),4,5,1,1.2,6,5,15,-1.6,-0.2,1
C[C@H](NC(=O)[C@@H]1Cc2ccccc2CN1C(=O)OC(C)(C)C)C(=O)NCc1ccco1,-6,-7,-15,1.0,18,0,19,i,-5.6,1
COC(=O)c1ccccc1NC(=O)Cn1cnc2c(cnn2-c2ccc(C)c(C)c2)c1=O,-12,x,17,1.8,x,1,x,x,x,6
COc1ccc([N+](=O)[O-])cc1NS(=O)(=O)c1cc(C(=O)O)ccc1OC,4,2,-2,4.0,17,0,14,-0.2,0.1,-1
C[C@@H]1CN([C@H](C)CO)C(=O)CCCn2cc(nn2)CO[C@H]1CN(C)C(=O)Nc1cccc2ccccc12,x,14,6,x,-8,x,x,-0.3,-0.3&-2.2,x
CCN(CCCC(=O)c1ccc(F)cc1)CCc1ccccc1,-10,3,-8,0.6,9,0,29,0.7,0.2,7
O=C(COC(=O)Cc1ccc(Cl)cc1)NCc1ccc(F)cc1,-15,-2,5,x,1,x,x,i,2.3,-4
Cc1cc(Cl)ccc1OCCn1cncn1,0,0,4,3.4,-9,0,40,-0.3,x,2
CCOC(=O)Nc1nc2ccccc2s1,-12,-5,-11,1.1,9,-9,2,-2.9,x,-2
CCc1nnc(NC(=O)CCC(=O)NCc2ccccc2Cl)s1,-11,0,7,-2.0,2,10,24,5.9,-2.0,1
COc1ccc(C2N(C(=O)CN3CCCC3)CCCN2S(=O)(=O)c2ccccc2)cc1 (configuration not stated),13,-7,9,-2.3,1,-6,-12,2.8,-0.5,-17
O=C1CC(c2ccccc2)c2c(O)cc(O)cc2O1 (configuration not stated),-16,-3,4,-0.5,0,4,30,-0.6,1.2,7
Cc1ccn2c(NC3CCCCC3)c(-c3cccc(SC4CCCCC4)c3)nc2c1,17,21,-13,2.9,2,x,x,i,-3.9,-3
Cc1c(NC(=O)CSc2nnc(-c3cccc(Cl)c3)o2)c(=O)n(-c2ccccc2)n1C,-15,0,-9,4.3,6,-3,-1,i,0.6,-1
CN(C)C(=O)CSc1nnc(-c2ccc(F)cc2)c2ccccc12,-13,1,3,-0.7,16,-2,13,-0.1,x,3
Cc1cc(C2(c3ccc(O)c(C)c3)C(=O)Nc3ccccc32)ccc1O,5,-5,5,-3.7,-4,5,7,-0.4,x,-6
Cn1cc(CCC(=O)N2CCCC(CCC(=O)NCc3ccc(F)c(F)c3)C2)cn1 (configuration not stated),-5,0,-1,3.1,1,-2,39,i,x,-6
CCC(=O)N1c2ccc(S(=O)(=O)N3CCN(C)CC3)cc2CC1C (configuration not stated),-12,4,-11,0.6,-1,-5,13,i,0.2,5
CCC(C)[C@H](NC(=O)N1CC(=O)Nc2ccccc21)C(=O)N1CCC(C(=O)O)CC1 (some centres not stated),-5,4,0,1.8,7,5,-4,2.0,-1.0,4
Cc1ccc(CNC(=O)CS(=O)(=O)c2ccccc2)cc1,-10,0,1,-1.1,5,-2,-3,-0.4,0.0,0

# Single records, from the list above. Screens in order: PriA SSB inh	Mtb FBA inh	MazF activator	Mtb UGM inh	GDH-TPI counter	3CLpro inhibitor	VHR inh abs	Vc quorum ag	BioA inh	Rv3671c protease
# CCC(C)[C@H](NC(=O)N1CC(=O)Nc2ccccc21)C(=O)N1CCC(C(=O)O)CC1 (some centres not stated) across the screens: -5	4	0	1.8	7	5	-4	2.0	-1.0	4
# CCc1nnc(NC(=O)CCC(=O)NCc2ccccc2Cl)s1 across the screens: -11	0	7	-2.0	2	10	24	5.9	-2.0	1
# Cc1c(NC(=O)CSc2nnc(-c3cccc(Cl)c3)o2)c(=O)n(-c2ccccc2)n1C across the screens: -15	0	-9	4.3	6	-3	-1	i	0.6	-1
# O=C1CC(c2ccccc2)c2c(O)cc(O)cc2O1 (configuration not stated) across the screens: -16	-3	4	-0.5	0	4	30	-0.6	1.2	7
# CCOC(=O)Nc1nc2ccccc2s1 across the screens: -12	-5	-11	1.1	9	-9	2	-2.9	x	-2

# 2 entries from above, set out differently:
canonical_smiles | PriA SSB inh | Mtb FBA inh | MazF activator | Mtb UGM inh | GDH-TPI counter | 3CLpro inhibitor | VHR inh abs | Vc quorum ag | BioA inh | Rv3671c protease
CCC(=O)N1c2ccc(S(=O)(=O)N3CCN(C)CC3)cc2CC1C (configuration not stated) | -12 | 4 | -11 | 0.6 | -1 | -5 | 13 | i | 0.2 | 5
Cc1ccc(CNC(=O)CS(=O)(=O)c2ccccc2)cc1 | -10 | 0 | 1 | -1.1 | 5 | -2 | -3 | -0.4 | 0.0 | 0

# The list goes on:
SMILES,PriA SSB inh,Mtb FBA inh,MazF activator,Mtb UGM inh,GDH-TPI counter,3CLpro inhibitor,VHR inh abs,Vc quorum ag,BioA inh,Rv3671c protease
COc1ccc(OC)c(C(=O)c2ccccn2)c1,-4,1,4,-1.9,8,-4,-6,-0.4,0.0,3
Cc1ccccc1NC(=O)/C(=C\c1cccs1)NC(=O)c1ccccc1,0,0,0,0.6,26,5,14,-0.1,-5.5,2
COc1cc(/C=N/OCC(=O)NC2CCS(=O)(=O)C2)ccc1OC(F)F (configuration not stated),x,-2,10,-0.3,-10,2,-1,i,x,2
CSc1ccccc1OCc1cc(C(=O)NCCN2CCCC(O)C2)no1 (configuration not stated),-9,5,7,1.5,8,-9,19,i,-0.7,-17
CSCC(CO)NS(=O)(=O)c1ccc(C)cc1 (configuration not stated),-17,-1,13,-2.0,12,-5,5,-0.3,-0.5,-3
O=C(CSc1nnc(CNC(=O)c2ccco2)o1)Nc1ccc(F)cc1F,7,6,9,2.4,-1,-5,52*,-0.5,-2.9,-6
CC(C)c1ccc(NC(=O)CCNC(=O)Cn2ccc3ccccc3c2=O)cc1,-15,3,10,0.0,-9,-1,17,-0.1,0.9,-25
CS(=O)(=O)N(CC(=O)N1CCCC1)c1cc(Cl)ccc1Cl,-9,-4,5,-1.6,4,-1,1,-1.2,-0.2,3
CCOC(=O)Cc1c(C)c2ccc(N(CC)CC)cc2oc1=O,-8,93*,3,1.8,9,-2,12,-2.9,0.0,-8
COc1ccc(C)cc1NC(=O)CN(c1ccccc1)S(C)(=O)=O,-4,-1,4,0.4,12,-5,18,-0.3,-2.4,6
O=C(CCNS(=O)(=O)c1ccc(Br)s1)NC1CCCC1,-12,4,-1,4.0,4,-1,4,-0.6,-1.1,-7
CCC(CO)Nc1ncc([N+](=O)[O-])cc1C#N (configuration not stated),2,-5,6,0.2,21,3,21,-0.2,x,-6
COc1ccc(-n2c(CCc3ccccc3)n[nH]c2=S)cc1,-3,4,-17,-2.5,0,0,-6,i,-0.8,-3
Cc1nnc(N=c2ssnc2Cl)o1,-10,3,0,-1.0,14,x,x,-0.6,-0.1,-11
COc1ccc(-c2nc(CS(=O)CC(=O)N3CCc4ccccc4C3)c(C)o2)cc1 (configuration not stated),-3,3,10,2.7,-3,-4,23,i,1.8,1
CCOCCCNC(=O)c1cccc(OC2CCN(S(C)(=O)=O)CC2)c1,-23,0,8,-1.5,12,2,-4,-1.2,1.6,-11
CCOc1ccc(S(=O)(=O)N(CC)CC(=O)N2CCCC2)cc1C,-1,-2,2,1.3,7,2,7,-0.6,-0.6,3
Nc1ccc(S(=O)(=O)Nc2nc(-c3ccccc3)cc(-c3ccccc3)n2)cc1,-10,1,-5,2.5,8,12,33,-0.3,x,-25
Oc1cccc(/C=N/N2CCN(C3c4ccccc4-c4ccccc43)CC2)c1,i,-2,13,-3.5,-9,-4,-3,-0.4,-2.2,4
CC(=O)C1=C(N2CCCCC2)CCC1=O,12,1,-3,-2.4,3,-2,-5,-0.3,-0.3,-5
CC1=C(C)CC(C(=O)NCc2ccc3c(c2)OCO3)C(C(=O)O)C1 (configuration not stated),-13,0,7,1.2,2,1,21,i,-0.8,4
CN(C)/C=N/c1nc2nccc(-c3cccnc3)n2n1,x,27*,6,-0.7,1,2,2,-0.3,x,1
O=C(CN1C(=O)S/C(=C\c2ccccc2F)C1=O)Nc1ccccc1O,0,2,-4,2.6,18,-1,-2,-0.2,-2.0,-23
OCCN(CCO)c1ccc(C(c2ccc(Cl)cc2)c2ccc(N(CCO)CCO)cc2Cl)c(Cl)c1,10,-1,-14,-2.6,-3,2,24,-0.6,0.5,15
CCOC(=O)[C@@H]1[C@H]2COc3ccc(Br)cc3[C@@H]2N2C(=O)N(c3ccc(C(F)(F)F)cc3)C(=O)[C@]12C,11,0,-4,1.7,-1,6,17,0.6,-0.6,-18
CC(=O)NC(c1ccco1)c1cc(Cl)c2ccc(Cl)nc2c1O (configuration not stated),3,-1,1,3.4,3,x,x,0.8,-0.6,-13
Cc1ccc(CN2CCN(C(=O)C3CCCO3)CC2)cc1 (configuration not stated),-16,0,3,0.5,14,4,6,i,x,0
Cc1cccc(NC(=O)CCS(=O)(=O)c2ccc3c(c2)NC(=O)CS3)n1,1,22,-15,5.1,6,-2,-12,i,6.4,-12
COc1ccc(NC2CCCN(C(=O)CN3CCOC3=O)C2)cc1OC (configuration not stated),-10,3,12,3.0,-1,-3,2,2.6,1.1,-11
CC(=O)Nc1ccc(S(=O)(=O)NCCCN2CCN(Cc3ccccc3)CC2)cc1Cl,10,4,-17,-0.4,1,6,12,0.8,-0.1,-1
CCOC(=O)C(Sc1nnc(-c2ccncc2)o1)C(C)=O (configuration not stated),-7,-1,0,-0.1,15,-1,-5,i,-1.8,-10
